# Screens (PubChem BioAssay)
# Wnt act – activators of Wnt/beta-catenin signaling. Wnt/beta-catenin reporter cell assay, activator, plate reader. activation, % at 9.35 µM. hit rate 1.2% among 300,000. AID 743398; in the data active = activation above about 30%, passing the limit was not always enough;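 also: 0% = neutral control wells and 100% = positive control wells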
# NSD2 inh – inhibitors of human histone methyltransferase NSD2. NSD2 peptide methylation, AlphaScreen, 120 min. O96028. inhibition, % at 12.5 µM. hit rate 0.54% among 310,000; in the data active = inhibition above about 50%
# PvdQ inh – blocks Pseudomonas aeruginosa PvdQ acylase activity; purified PvdQ acylase, fluorescence plate reader; inhibition, % at 10 µM; hit rate 0.063% among 340,000; in the data active = inhibition above about 30%, passing the limit was not always enough;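 also: 0% = vehicle neutral wells and 100% = reference inhibitor wells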
# HTR5A ag ctr – activates human HTR5A in OPRM1-OPRD1 agonist counter-screen. P47898. HTR5A agonist assay, luminescence, cell-based. activation, % at 9.3 µM. hit rate 0.61% among 340,000; in the data active = activation mostly above about 9.5%, no sharp cut-off; inactive = mostly below about 7.6%;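 also: 0% = cells with vehicle only and 100% = reference agonist; strong numbers were not always called active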
# Target sequence (P47898 whole entry, looked up): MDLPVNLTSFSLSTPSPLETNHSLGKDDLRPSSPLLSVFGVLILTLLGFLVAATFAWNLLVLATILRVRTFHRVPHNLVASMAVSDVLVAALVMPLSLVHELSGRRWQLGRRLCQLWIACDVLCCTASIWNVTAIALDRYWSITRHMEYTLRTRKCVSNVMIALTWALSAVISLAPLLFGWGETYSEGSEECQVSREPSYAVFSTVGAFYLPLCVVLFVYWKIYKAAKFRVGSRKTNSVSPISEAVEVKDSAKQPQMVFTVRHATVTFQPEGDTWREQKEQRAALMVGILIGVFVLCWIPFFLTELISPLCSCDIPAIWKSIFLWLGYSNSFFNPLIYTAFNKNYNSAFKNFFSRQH
# HTR5A inv ctr – inverse agonist of human HTR5A in OPRM1-OPRD1 counter-screen. P47898. HTR5A cell line, luminescence, inverse agonism. inhibition, % at 9.3 µM. hit rate 0.083% among 340,000. AID 504634; in the data active = inhibition mostly above about 23%, no sharp cut-off; inactive = mostly below about 18%;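 also: 0% = cells with DMSO and 100% = no-cell wells with DMSO; some compounds called inactive have numbers as strong as hits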
# dFosB act – activators of mouse delta FosB homodimer; AID 493131; hit rate 0.99% among 340,000; P13346; activation, % at 25 µM; purified delta FosB, TAMRA-CDK5 oligo fluorescence polarization; percent of positive-control signal above neutral wells;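 active = mean activation above about 17%, with every replicate also reaching it, limit read from the data, passing the limit was not always enough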;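 also: fluorescence polarization rise as delta FosB binds a TAMRA Cdk5 AP-1 oligo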
# CDK5 inh – blocks human CDK5/p35 kinase activity | inhibition, % at 10 µM | Recombinant CDK5/p35, ADP-Glo luminescence, 60 min | hit rate 0.01% among 330,000 | AID 488839;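 active = highest replicate inhibition of at least 50% and at least 75% of replicates reaching 50%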;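 also: plate controls were DMSO neutral control for no effect and GW8510 at 10 µM for full effect; many of its hits are not listed in these tables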
# Target sequence (Q00535 whole entry, looked up): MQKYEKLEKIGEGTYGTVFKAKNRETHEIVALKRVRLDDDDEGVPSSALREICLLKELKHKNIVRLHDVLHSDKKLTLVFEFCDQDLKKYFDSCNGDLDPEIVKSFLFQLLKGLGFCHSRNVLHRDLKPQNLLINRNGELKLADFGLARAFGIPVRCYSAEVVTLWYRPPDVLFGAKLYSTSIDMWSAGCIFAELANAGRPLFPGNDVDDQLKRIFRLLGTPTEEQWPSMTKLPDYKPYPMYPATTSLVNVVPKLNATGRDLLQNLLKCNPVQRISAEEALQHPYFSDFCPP
# Target sequence (Q15078 whole entry, looked up): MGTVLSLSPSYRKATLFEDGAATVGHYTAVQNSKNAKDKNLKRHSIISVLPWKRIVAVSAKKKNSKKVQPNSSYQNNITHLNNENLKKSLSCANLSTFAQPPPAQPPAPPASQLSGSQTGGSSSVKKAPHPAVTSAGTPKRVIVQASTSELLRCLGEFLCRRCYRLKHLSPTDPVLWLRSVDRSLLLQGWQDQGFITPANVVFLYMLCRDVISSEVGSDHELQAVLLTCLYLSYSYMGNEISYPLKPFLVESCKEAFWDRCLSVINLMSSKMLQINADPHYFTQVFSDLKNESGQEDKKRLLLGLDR
# SR-BI HDL uptake – inhibitors of mouse SR-BI mediated HDL lipid uptake; Q61009; ldlA[mSR-BI] CHO cells, DiI-HDL uptake fluorescence, 3 h; inhibition, % at 12.5 µM; hit rate 0.96% among 320,000; AID 488896;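 active = mean replicate inhibition of at least 70% and a set share of replicates each scoring 70 or more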;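 also: 0% = median of neutral control wells and 100% = median of positive control wells; values of inactives mirror those of a sister screen read the other way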
# V-ATPase pHluor – alters yeast V-ATPase proton transport; response, % at 10 µM; hit rate 0.37% among 350,000; S. cerevisiae, pHLuorin cytosolic pH fluorescence; AID 504577; in the data active = response mostly above about 7.3%, no sharp cut-off; inactive = mostly below about 5.4%; also: actives read high; inactives centre near 0; some compounds called inactive have numbers as strong as hits; reference of the scale not given here
# MITF act – activators of MITF-driven TRPM1 promoter activity in SK-MEL-5 cells. hit rate 0.75% among 300,000. activation, % at 12.5 µM. AID 588334. SK-MEL-5 TRPM1-promoter luciferase, 24 h; % of positive control, neutral wells = 0;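 active = mean activation of at least 80% with every replicate also reaching 80%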;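 also: 0% = neutral control wells and 100% = parthenolide positive control wells; values of inactives mirror those of a sister screen read the other way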
# Starred values were filed as active, the others as inactive; x = not tested or not shown.
SMILES,Wnt act,NSD2 inh,PvdQ inh,HTR5A ag ctr,HTR5A inv ctr,dFosB act,CDK5 inh,SR-BI HDL uptake,V-ATPase pHluor,MITF act
CCCN1Cc2cccc(C(=O)NCc3ccccc3)c2C1=O,x,0.3,1.2,-2.2,-0.7,-8.6,-1.7,-32.9,-5.5,-12.4
O=C(NCCc1ccccc1)c1cccc(Br)c1,14.7,-1.1,11.8,3.6,-13.5,-2.1,0.1,-1.9,-0.6,x
S=C(NCc1ccc(Cl)c(Cl)c1)Nc1ccc2c(c1)OCO2,x,-0.9,-6.8,2.4,-6.1,0.2,-1.5,1.6,2.6,-17.0
COc1ccc(-c2nn(CCC(=O)O)cc2/C=C2\SC(N)=NC2=O)cc1,-1.8,1.0,12.9,-1.0,3.6,-31.9,-1.5,-21.6,-0.6,-3.2
Cc1ccccc1NC1C=CS(=O)(=O)C1 (centres undefined),x,0.9,-12.4,-4.6,-26.0,4.0,1.5,-8.8,-4.4,6.2
CN(C(=O)c1ccc(NC(=O)Cc2cccc(NC(=O)C3CCN(C(=O)CCc4ccccc4)CC3)c2)cc1)C1CCCC1,-5.1,x,1.7,-0.3,-29.2,-8.6,-0.2,71.1*,1.2,0.7
COc1ccc(COc2ncnc3ccc(Br)cc23)cc1F,2.7,122.2*,-8.7,1.0,20.3,-17.0,0.6,7.9,-0.4,18.5
COc1ccc(-n2cc(CNCCCn3ccnc3)c(-c3cccc(F)c3)n2)cc1,-2.4,3.9,-8.5,-0.8,2.2,12.3,0.0,-9.8,-2.8,4.1
COc1ccc(-c2c(-c3cc(OC)cc(OC)c3)n(C)c3ccc(-c4cc(F)cc(OC)c4)cc23)cc1,-1.8,x,5.5,7.2,-21.1,3.3,0.8,15.0,-3.3,9.5
CC(C)CCNC(=O)c1c[nH]c2ccc(S(=O)(=O)N3CCC4(CC3)OCCO4)cc2c1=O,3.7,-2.2,1.9,1.3,0.7,-2.7,-0.9,-4.6,1.8,1.7
Cc1ccc(N2C(=O)/C(=C/c3cccnc3)SC2=S)cc1,4.7,0.2,4.2,1.1,-3.0,7.6,-1.7,-16.7,-3.0,-11.5
CC(/C=C/c1ccccc1)=N\NC(=O)c1ccc2c(c1)OCCO2,x,25.1,-2.1,-1.6,5.6,-1.0,-0.3,-1.3,1.2,10.6
CC(C)[C@H](NC(=O)[C@@H]1Cc2ccccc2CN1)C(=O)NC1CCCCC1,-0.3,2.6,-6.7,-2.5,10.8,-3.2,-0.3,1.9,3.8,-0.3
Cc1oc(C(C)(C)C)cc1C(=O)N1CCN(c2ccc(C(F)(F)F)cn2)CC1,-1.5,-0.2,-0.3,10.1,6.6,-6.4,0.1,-17.6,0.1,x
O=CN1CCN(S(=O)(=O)c2ccc(Cl)c(C(=O)O)c2)CC1,-1.9,-3.2,-7.0,2.4,-15.2,-6.5,0.8,-18.2,0.5,-2.5
CCc1nnc(NC(=O)c2c(-c3ccccc3)noc2C)s1,-0.8,0.5,-1.9,-2.6,7.3,-1.4,-0.4,x,0.4,2.7
CC1(C)CC(=O)N(c2ccccc2)C1(C)O (centres undefined),-3.4,-0.5,-2.0,-4.6,-12.4,-0.5,-0.1,-37.0,1.4,x
CCCc1cc(=O)[nH]c(SCC(=O)NC)n1,x,26.8,-12.5,8.3,4.3,-3.2,-0.3,-23.2,-3.4,-5.6
COc1ccc(N2C(=O)C3NN=C(C(=O)OCc4ccccc4)C3C2=O)cc1 (centres undefined),-2.2,-2.7,-8.4,5.9,-3.1,-7.5,-1.1,-28.9,-5.5,7.8
C=C1CSc2nc(=O)c3c4c(sc3n21)CCCC4,-1.7,2.4,-16.8,1.6,-3.9,-17.0,0.5,-5.5,1.7,2.3

# Structures listed so far printed as active in NSD2 inh.
canonical_smiles,Wnt act,NSD2 inh,PvdQ inh,dFosB act,CDK5 inh,SR-BI HDL uptake,V-ATPase pHluor,MITF act
COc1ccc(COc2ncnc3ccc(Br)cc23)cc1F,2.7,122.2*,-8.7,-17.0,0.6,7.9,-0.4,18.5

# Additional entries
SMILES,Wnt act,NSD2 inh,PvdQ inh,HTR5A ag ctr,HTR5A inv ctr,dFosB act,CDK5 inh,SR-BI HDL uptake,V-ATPase pHluor,MITF act
CC(=C/c1ccccc1)/C=N/n1cnnc1,x,-1.1,-25.4,-2.6,-27.4,-8.1,0.1,20.7,-1.9,x
CCc1ccc(C2=C/C(=C/c3cccnc3)C(=O)O2)cc1,-2.6,0.2,-13.5,6.7,1.9,2.0,-2.0,6.4,0.7,11.9
Cc1cc(OCC(=O)NCC2CCC(C(=O)O)CC2)c2c(C)cc(=O)oc2c1 (centres undefined),-0.5,x,-4.9,-3.0,19.5,1.6,0.9,-13.9,-0.7,0.6
CN1CCC(N(C)C(=O)c2ccc(Cl)c(S(=O)(=O)N(C)c3ccc(Cl)cc3)c2)CC1,-0.8,1.1,-20.6,-5.0,19.7,1.0,-1.9,16.6,-1.5,-6.2
COC(=O)c1cc(-c2ccc(OC)cc2)nc2nc(SC)[nH]c(=O)c12,0.4,-3.1,-4.5,0.5,-4.7,-0.9,-1.1,x,1.4,22.4
CC(=O)Oc1ccc(-c2csc(Nc3ccc(S(N)(=O)=O)cc3)n2)cc1,4.4,-0.6,-13.4,5.0,-13.8,-15.0,-2.5,18.2,1.2,4.8
COc1ccccc1OCCNC(=O)CCNC(=O)c1ccccc1OC,-2.8,0.5,-12.5,2.6,11.2,-1.3,0.7,26.6,-2.1,-6.9
CCCCn1c(SCC(=O)Nc2cc(C(F)(F)F)cc(C(F)(F)F)c2)nnc1C(CC)N(C)C (centres undefined),-5.2,0.3,0.8,-2.9,-6.5,-11.9,1.2,24.8,4.2,42.5
O=S(=O)([O-])CCC[N+]1(CC#Cc2ccccc2)CCCCC1,3.1,-0.7,-9.7,1.0,-2.4,-2.5,-2.0,-14.3,3.1,-8.3
CC(=O)c1cc(-c2ccccc2)n(CC(=O)NC2CCCC2)c1C,x,0.7,-17.6,-3.3,-2.3,-5.6,-0.5,16.5,3.7,1.5
O=C(CSc1cn[nH]n1)Nc1nc2ccccc2s1,4.3,1.4,-9.7,-4.1,11.7,-10.0,0.2,x,-1.2,x
COc1ccccc1N1CCN(C(=O)C2CCN(C(=O)c3ccccc3C)CC2)CC1,-0.1,2.0,-13.4,4.7,-11.2,-12.3,0.5,55.6,-0.4,9.0
COc1ccc(CCNC(=O)CCc2cc(OC)c(OC)c(OC)c2)cc1,0.5,-3.4,-23.9,-1.2,4.7,1.1,1.0,x,2.6,x
COCCNC(=O)Cn1c(=O)n(CCCC(=O)NCc2ccc3c(c2)OCO3)c(=O)c2sccc21,-4.2,-1.3,-10.7,-3.8,10.6,-6.7,-3.8,x,2.5,-0.4
CCN(CC)c1ccc(NC(=O)CN(C)Cc2cccs2)cc1,0.5,32.1,7.0,7.4,-19.8,-4.5,0.3,11.8,-1.9,-0.9
O=C(COC(=O)c1ccc([N+](=O)[O-])o1)NCCCc1ccccc1,-0.7,-0.3,3.7,-3.6,8.9,-0.2,1.8,-9.6,7.4,-17.1
CCOC(=O)c1snc2c(=O)[nH]cnc12,x,-0.5,9.1,2.6,-6.3,-3.4,8.4,-3.0,11.8,4.0
Cc1onc(-c2c(F)cccc2Cl)c1C(=O)N1CCCC1,-0.9,-0.3,-16.4,-5.3,13.2,0.4,0.7,2.1,-2.0,4.9
Cc1nnc(SCC(=O)NC(C)c2ccccc2)[nH]c1=O (centres undefined),0.7,-1.3,-5.3,-3.7,-29.6,-6.6,1.0,-7.8,6.7,2.7
CC(C)Oc1ccc(C(=O)N(Cc2ccco2)C2CCS(=O)(=O)C2)cc1 (centres undefined),0.0,x,7.7,1.7,-3.6,-0.7,-0.5,-13.5,0.4,-9.6
COc1ccccc1CSc1nc2ccccc2[nH]1,16.7,-2.6,-15.7,3.5,-8.8,-14.5,-0.7,5.3,2.2,37.7
O=S(=O)(c1cc(F)ccc1F)N1CCN(c2ncccn2)CC1,-3.5,1.2,2.0,1.6,13.7,2.5,0.2,-34.1,-0.2,1.8
CCc1ccc2oc(C(=O)NCc3ccc(S(N)(=O)=O)cc3)c(C)c2c1,-0.6,-4.0,11.2,2.8,-1.8,3.9,-0.3,12.0,-0.1,16.0
O=C(NCc1ccc2c(c1)OCO2)c1ccc(CS(=O)Cc2ccc(Cl)cc2)o1 (centres undefined),-1.8,1.1,3.3,-2.4,5.6,-5.6,0.1,35.2,2.2,-12.8
Cn1cccc1C(=O)OCC(=O)c1cc2ccccc2o1,33.9*,-0.5,-9.5,0.1,-0.3,-7.8,0.9,-7.8,-0.5,34.0
CCc1ccccc1NC(=S)Nc1cc(OC)c(NC(=O)C(C)C)cc1OC,2.9,7.3,13.5,5.1,22.6,-3.1,2.2,-2.9,5.7,x
Cc1ccc(N2C(=O)CCC(C(=O)O)C2c2cccs2)cc1 (centres undefined),-1.3,-3.0,-17.4,0.8,-1.0,-3.4,-5.0,-35.1,-1.6,15.1
CCN(CC)C(=O)Cn1cc(S(=O)(=O)CC(=O)Nc2cc(OC)ccc2OC)c2ccccc21,0.4,5.7,-3.6,2.5,12.9,-6.9,-0.7,39.6,3.2,2.8
CCN(CC)C(=O)N1c2ccccc2Sc2ccccc21,-3.3,-3.6,-2.8,-1.0,-2.5,-3.7,-3.2,1.7,-1.7,x
COc1ccc(Cn2c(=O)oc3ccc(C)cc32)cc1,-1.8,-1.5,-18.9,1.8,-6.6,2.7,-0.3,9.8,0.3,-10.1
COc1ccc(/C=N/Nc2cc(C)nc3c(C)cccc23)cc1,-6.5,-0.1,-11.0,-0.2,0.6,6.1,-1.4,29.1,0.4,x
Cc1ccccc1C(=O)NC(=S)NCCc1ccccc1,x,-2.4,-15.2,-0.3,-6.8,-0.8,1.9,23.3,0.3,3.6
CC(=O)Nc1ccc(N(C(=O)CNC(=O)c2ccco2)C(C(=O)NCc2ccco2)c2ccccc2F)cc1 (centres undefined),-2.4,26.1,-1.0,-1.3,3.5,-4.8,1.7,4.3,-0.6,-9.3
O=C(CN(Cc1ccc(F)cc1)C(=O)CNS(=O)(=O)c1ccccc1)NCC1CCCO1 (centres undefined),1.0,x,-6.7,5.4,0.6,-7.7,0.3,-0.5,0.3,-9.5
O=C(Cc1ccccn1)c1ccc(Cl)cc1,20.5,x,-9.1,1.4,1.2,-1.0,0.2,-5.9,1.9,104.0*
Cc1ccccc1NC(=O)c1cc(S(=O)(=O)N2CCOCC2)cs1,x,-1.5,-6.9,4.6,2.0,-7.7,2.3,44.7,-1.3,8.1
COc1ccc(/C(O)=C2/C(=O)C(=O)N(CCN3CCOCC3)C2c2ccccn2)cc1OC (centres undefined),x,5.6,-0.6,-3.3,1.0,-0.4,-1.0,-2.7,-0.6,x
Cc1cc(C)cc(NC(=O)C(OC(=O)c2cc[n+]([O-])cc2)c2ccccc2)c1 (centres undefined),-4.7,26.2,-11.8,-2.8,7.2,-8.2,0.5,-0.7,4.4,17.2
Cc1cccc(C)c1NC(=O)CCCn1nc(C)c2c(C)n(-c3ccccc3)nc2c1=O,-1.2,0.0,-13.3,0.7,-6.7,19.3*,1.1,40.7,0.4,4.1
